High-throughput results: PubChem BioAssay, The Scripps Research Institute Molecular Screening Center
DDE Tn7 FP inh = disrupts Tn7 cyclic peptide binding to fibrin D-Dimer-E complex; hit rate 0.13% among 370,000; inhibition, % at 8.3 µM; P02675; FP displacement of FITC-Tn7 peptide from fibrin DD(E); 0% = median of compound wells per plate;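 active = inhibition above the mean of compounds falling within the control limits plus 3 SD of them, cut at about 14% in these data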;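 note: 0% = plate median of compound wells and 100% = 10 µM Aha-Tn7 peptide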
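System: human fibrin DD(E); quantity: Fibrin-DD(E) at 2 µM final; also added: fluorescent Tn7 probe at 0.1 µM; compound dosing: single nominal test concentration of 8.3 µM per compound; schedule: 10 min preincubation, 3 h with tracer, room temperature; detection: fluorescence polarization of the labelled Tn7 tracer; repeats: one replicate per compound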
PLC-gamma1 inh = PLC-gamma1 (human) inhibition, primary screen; purified PLC-gamma1, fluorogenic substrate, fluorescence; inhibition, % at 12.2 µM; hit rate 0.84% among 370,000; AID 720700; in the data active = inhibition above about 9.5%
UHRF1 MBD2 ctr = human UHRF1 methylated DNA binding inhibitors; Q96T88; inhibition, % at 4.4 µM; UHRF1 binding to methylated oligo, TR-FRET; hit rate 0.75% among 370,000; in the data active = inhibition above about 21%;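 note: UHRF1 SRA domain binding a hemimethylated CpG hairpin DNA probe; 0% = median of test compound wells and 100% = reference inhibitor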
proKLK7 act = proKLK7 (human) activation, primary screen; activation, % at 7 µM; AID 652039; P49862; purified proKLK7, EDANS-DABCYL substrate fluorescence; 100% is mature enzyme control, 0% vehicle; hit rate 0.9% among 370,000;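 active = activation above the mean of all tested compounds plus 3 SD, computed per campaign excluding outliers beyond control limits, cut at about 13% in these data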
Target sequence (P49862 whole entry, looked up): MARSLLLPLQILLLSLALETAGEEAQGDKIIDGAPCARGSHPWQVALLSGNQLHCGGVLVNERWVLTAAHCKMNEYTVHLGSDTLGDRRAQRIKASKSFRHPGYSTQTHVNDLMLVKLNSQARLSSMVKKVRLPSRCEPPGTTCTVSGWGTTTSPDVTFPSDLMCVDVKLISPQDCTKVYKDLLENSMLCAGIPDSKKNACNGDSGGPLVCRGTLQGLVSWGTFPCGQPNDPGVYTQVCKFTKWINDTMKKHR
MBD2 inh = MBD2-methylated oligo binding inhibition | AID 686964 | hit rate 0.31% among 370,000 | inhibition, % at 4.4 µM | Q9UBB5 | TR-FRET, MBD2 binding to methylated oligonucleotide; in the data active = inhibition above about 13%
ASAP1 GAP inh = blocks human ASAP1-stimulated Arf1 GTP hydrolysis; hit rate 0.19% among 360,000; inhibition, % at 16.5 µM; Q9ULH1; GDP FP detection; in the data active = inhibition above about 25%;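 note: 0% = vehicle with enzyme and substrate and 100% = no enzyme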
ADAM17 inh = ADAM17 inhibition, QFRET primary screen; recombinant ADAM17, EDANS/DABCYL FRET peptide cleavage; hit rate 0.83% among 370,000; inhibition, % at 6.95 µM; P78536;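 active = inhibition above the mean of compounds lying between control limits plus 3 SD, set per campaign, cut at about 8.5% in these data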;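 note: 0% = DMSO-only wells as the low control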
Target sequence (P78536 215-824 limits assumed): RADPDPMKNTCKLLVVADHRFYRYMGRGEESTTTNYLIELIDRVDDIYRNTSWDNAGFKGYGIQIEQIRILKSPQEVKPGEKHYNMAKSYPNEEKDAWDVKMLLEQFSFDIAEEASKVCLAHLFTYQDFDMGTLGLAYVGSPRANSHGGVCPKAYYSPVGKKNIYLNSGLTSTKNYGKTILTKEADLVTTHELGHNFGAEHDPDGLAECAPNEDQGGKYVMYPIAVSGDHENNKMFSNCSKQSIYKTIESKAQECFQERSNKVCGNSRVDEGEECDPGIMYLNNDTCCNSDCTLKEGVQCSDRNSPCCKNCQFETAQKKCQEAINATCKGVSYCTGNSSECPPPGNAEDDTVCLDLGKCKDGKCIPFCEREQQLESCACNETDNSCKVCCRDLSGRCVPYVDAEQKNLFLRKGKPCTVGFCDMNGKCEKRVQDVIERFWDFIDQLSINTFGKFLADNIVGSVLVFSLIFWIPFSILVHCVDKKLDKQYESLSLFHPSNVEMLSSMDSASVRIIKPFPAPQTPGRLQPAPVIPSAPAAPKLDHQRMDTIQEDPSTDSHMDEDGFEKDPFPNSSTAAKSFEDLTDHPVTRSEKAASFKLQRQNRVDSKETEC
DDE Tn6 FP inh = inhibitors of Tn6 peptide binding to human fibrin DD(E); Fibrin DD(E) TRITC-Tn6 fluorescence polarization displacement; inhibition, % at 8.3 µM; hit rate 0.21% among 370,000;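 active = inhibition above a per-campaign cutoff: mean of compounds within control limits plus 3 SD, cut at about 15% in these data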;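 note: 0% = median of all compound wells on the plate and 100% = blocking peptide control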
PLC-beta3 inh = PLC-beta3 (human) inhibition, primary screen. Purified PLC-beta3, fluorogenic substrate, fluorescence. hit rate 0.18% among 370,000. inhibition, % at 12.2 µM; in the data active = inhibition above about 11%;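 note: 0% = median of compound wells on plate and 100% = full blocker control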
ARFGAP1 inhibitor = inhibitors of rat ARFGAP1; Q62848; Arfgap1-stimulated ARF1 GTP hydrolysis, GDP FP detection; inhibition, % at 16.5 µM; hit rate 0.26% among 360,000;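 active = inhibition above a per-plate limit, mean inhibition of low control wells plus 3 SD, cut at about 25% in these data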;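 note: 0% = DMSO wells with enzyme and 100% = wells lacking Arfgap1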
Target sequence (Q62848 1-136 limits assumed): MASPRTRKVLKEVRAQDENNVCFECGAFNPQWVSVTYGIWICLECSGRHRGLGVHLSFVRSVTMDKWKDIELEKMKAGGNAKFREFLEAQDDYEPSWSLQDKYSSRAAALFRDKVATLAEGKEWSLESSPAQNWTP
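system = rat Arfgap1 catalytic domain, aa 1-136 | technique = FP, GDP Alexa 633 tracer displaced from anti-GDP antibody, 620/688 nm | compound = one concentration, 16.5 µM, DMSO 1.26% | medium = HEPES-based buffer, pH 7.5 | timing = compound-enzyme preincubation 20 min, reaction 120 min, detection 60 min, 25 °C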
Starred values were filed as active, the others as inactive; . = no result given.

DDE Tn7 FP inh	PLC-gamma1 inh	UHRF1 MBD2 ctr	proKLK7 act	MBD2 inh	ASAP1 GAP inh	ADAM17 inh	DDE Tn6 FP inh	PLC-beta3 inh	ARFGAP1 inhibitor	structure
-7	0	3	-0.5	-4	0	1	3	7	-6	CCCN1CNC(=S)N(c2ccccc2C)C1
10	1	0	0.2	4	3	-5	8	1	-7	CC1=C(C(=O)N(C)C)CC(CC(=O)NCc2cccs2)C(=O)N1Cc1ccccc1 (configuration not stated)
4	1	-2	-0.8	1	20	-3	8	0	3	N#Cc1ccccc1COC(=O)CCN=C1NS(=O)(=O)c2ccccc21
0	2	1	-0.5	-2	0	2	0	1	8	O=C(Nc1nccs1)C(c1ccccc1)N1CCCC1 (configuration not stated)
-5	3	-2	0.0	2	-2	2	-1	4	-7	CC(C)(C)NC(=O)c1ccccc1NC(=O)C1CCCO1 (configuration not stated)
4	3	-8	0.0	-5	-1	-3	-5	-4	0	O=C(Nc1ccc2[nH]c(=S)sc2c1)Nc1ccccc1F
-3	-5	1	0.1	2	3	1	-2	-3	-3	COc1ccc([C@H]2CC(=O)C=C(c3cc(Cl)ccc3C)C2)cc1
1	-1	-4	0.0	-2	12	-4	-2	3	-4	CCOC(=O)C1=C(C)N(Cc2ccc(C(=O)O)cc2)C(=O)NC1c1ccc([N+](=O)[O-])cc1 (configuration not stated)
2	3	-1	-0.8	1	-17	-3	-3	2	-2	Cc1ccc(C(=O)Nc2ccccc2Sc2ccccc2)cc1
3	-1	-3	0.2	2	1	-1	1	-3	15	O=C(N=C1SC2CS(=O)(=O)CC2N1c1ccccc1)c1cccc([N+](=O)[O-])c1 (configuration not stated)
-4	1	-2	0.4	-3	3	1	0	6	5	COc1ccc(CNC[C@H]2O[C@@H](n3ccc(=O)[nH]c3=O)[C@H](O)[C@@H]2O)cc1OC
8	1	0	0.4	-3	-14	-1	4	-2	-12	CCc1cccc2c(C(=O)COC(=O)c3cccc(S(=O)(=O)N(C)C4CCCCC4)c3)c[nH]c12
-1	-3	0	-6.7	-2	0	-3	-5	-3	8	Cc1c(C(=O)Nc2ccc3c(c2)OCCO3)sc2nc(-c3ccccc3)cn12
-4	-169	22*	-14	8	-1	-55	0	-232	-2	COC(=O)c1ccc2nc(-c3ccco3)c(Cc3cccc(Cl)c3)n2c1
-2	5	3	0.3	3	2	-2	4	-5	10	CN(CC(=O)NC(=O)NCc1ccccc1)Cc1ccc(Cl)cc1
4	-8	-1	-3.0	1	-13	-6	9	-11	1	COCCn1c(=O)[nH]c2cc(C(=O)NCCN3CCN(c4ccc(OC)cc4)CC3)ccc2c1=O
4	-32	-2	0.3	6	15	7	-15	-48	18	COc1cc(/C=C2\CCC/C(=C\c3ccc(O)c(OC)c3)C2=O)ccc1O
0	3	1	0.0	0	9	3	3	-2	-10	Cc1ccc(C)c(S(=O)(=O)N2CCN(CC(=O)NC(=O)NCc3ccco3)CC2)c1
-1	1	2	1.0	0	-2	-4	1	-4	7	CN(CCCC1CCCC1)C(=O)CCc1nnc(-c2ccccc2)o1
-4	-5	0	-0.1	-3	17	0	1	-8	5	Nc1nc(CN2CCN(c3ccc(F)cc3)CC2)nc(N2CCCc3ccccc32)n1
1	0	-2	0.2	-1	8	2	-3	4	5	Cc1ccc(OCCCCn2ccnc2)c([N+](=O)[O-])c1
7	-2	0	0.7	-3	1	-4	9	0	-4	O=C(O)CCC(=O)N1CCN(c2nc3ccccc3s2)CC1
4	-191	0	-7.0	1	2	-28	-6	-226	-2	COc1ccc(C2C(C#N)=C(N)N(Nc3ccccc3)C3=C2C(=O)CC(C)(C)C3)cc1C (configuration not stated)
7	1	-2	-0.2	0	-8	-4	-5	-9	1	COCCCn1c(=O)c2sccc2n2c(CCCC(=O)NCc3ccccc3OC)nnc12
0	1	2	-0.4	-1	15	-1	13	1	5	CC(=O)c1cc(C#N)c(Oc2ccccc2)nc1C
0	-85	-3	-1.2	-5	-8	1	6	-112	3	Cc1cc(O)ccc1Nc1nc2ccccc2nc1Nc1ccc(O)cc1C
1	-1	-1	-0.1	-1	9	-2	-5	2	3	CCN(CC(=O)Nc1ccc(OC)c(OC)c1)S(=O)(=O)c1ccc(C)cc1
3	2	-1	-0.6	-5	-13	-8	1	-2	-6	COc1ccc(Cl)cc1NC(=O)C(C)OC(=O)C1=NNC(=O)CC1 (configuration not stated)
4	2	2	-0.1	-4	-2	-5	-4	-6	13	O=C(Cn1cnc2sc3c(c2c1=O)CCCC3)NCC(=O)Nc1ccc(F)cc1F
4	-46	4	-1.0	2	.	-13	-8	-57	.	FC(F)(F)Oc1ccc(Cn2ccc3ccc(-c4ccc5ccn(Cc6ccccc6)c5c4)cc32)cc1
6	4	-2	0.4	-2	9	1	-5	-4	-5	CC(=O)OCC1=C(C(=O)O)N2C(=O)C(NC(=O)CCn3nc(C)c(Cl)c3C)C2SC1 (configuration not stated)
10	-1	10	0.0	4	7	-3	7	-9	8	Cc1ccc(C(=O)Nc2ccccc2N2CCOCC2)cc1S(=O)(=O)N1CCOCC1
-3	1	-2	0.9	8	.	-1	-3	-2	.	COC(=O)[C@]12C[C@H](CC(=O)NCCCN3CCCC3=O)C(=O)N(Cc3ccc(Cl)cc3Cl)C1=C[C@H](C(C)C)O[C@@H]2C1CC1
-6	-2	1	0.0	8	-6	0	2	-37	3	Cc1ccc(/C=C/S(=O)(=O)NCC(=O)O)cc1
3	-1	-1	0.2	0	9	-3	6	-3	-8	O=C(COc1ccc(-c2nnco2)cc1)Nc1cc([N+](=O)[O-])ccc1F
5	0	0	0.6	-2	-1	0	8	-2	11	C=CCNc1ncnc2c1ncn2[C@H]1CN(Cc2ccc(-c3ccccc3)cc2)C[C@@H](CO)O1

Brought forward from above: 3 entries, followed by the next part.
DDE Tn7 FP inh	PLC-gamma1 inh	UHRF1 MBD2 ctr	proKLK7 act	MBD2 inh	ASAP1 GAP inh	ADAM17 inh	DDE Tn6 FP inh	PLC-beta3 inh	ARFGAP1 inhibitor	structure
-6	-2	1	0.0	8	-6	0	2	-37	3	Cc1ccc(/C=C/S(=O)(=O)NCC(=O)O)cc1
3	-1	-1	0.2	0	9	-3	6	-3	-8	O=C(COc1ccc(-c2nnco2)cc1)Nc1cc([N+](=O)[O-])ccc1F
5	0	0	0.6	-2	-1	0	8	-2	11	C=CCNc1ncnc2c1ncn2[C@H]1CN(Cc2ccc(-c3ccccc3)cc2)C[C@@H](CO)O1
3	0	0	-1.0	0	3	-5	-7	0	-3	CC(C)C[C@H](NC(=O)c1[nH]cnc1C(=O)Nc1ccc(Cl)cc1)C(=O)OC(C)(C)C
4	-4	5	0.0	6	-1	-6	-5	-16	5	O=C(COc1ncnc2sccc12)NC1CCS(=O)(=O)C1 (configuration not stated)
-4	-18	2	-0.3	0	.	-9	-6	-17	.	Cc1cccc(-c2cccc3c4c([nH]c23)[C@@H]2C[C@H](N(C)C(=O)Nc3ccccc3C)[C@H]([C@H](C)O)C(=O)N2CC4)c1
-6	3	-4	0.6	-5	-10	0	-1	-4	-4	Cc1ccc(C)c(N2N=C(C(=O)Nc3ccc(S(=O)(=O)N4CCCC4)cc3)CCC2=O)c1
-3	0	3	0.2	-1	-10	-3	-6	-5	4	O=C(COC(=O)C1CCN(S(=O)(=O)c2cccs2)CC1)c1cc2ccccc2o1
5	-1	2	-0.2	-4	0	0	-7	-2	12	O=C(Nc1ccc(F)cc1)C(c1ccccc1)N1CCN(S(=O)(=O)c2ccccc2)CC1 (configuration not stated)
4	2	1	0.3	-6	-8	3	2	3	-4	Cc1nn(C2CCS(=O)(=O)C2)c(C)c1CN(C)C(=O)c1ccc(F)cc1 (configuration not stated)
-5	0	0	0.2	2	-3	0	-1	-5	6	COc1ccc(CCNC(=O)c2ccc3c(c2)OCCO3)cc1
6	1	-1	-0.1	-7	-5	-5	17*	2	-10	CCCOc1ccc(N2C(=O)CC(N3CCN(C(=O)c4ccco4)CC3)C2=O)cc1 (configuration not stated)
-1	6	1	-0.5	-1	3	3	3	-6	3	Cc1c(C(=O)N(C)c2ccc(Cl)cc2)cnn1-c1ccccc1
-1	3	6	-0.5	-3	3	6	-10	-5	8	CC(CN1CCCC1)OC(=O)c1ccc(Cl)cc1Cl (configuration not stated)
2	-1	-3	-0.2	-1	0	0	3	5	-5	Brc1ccc(C[n+]2ccccc2)cc1

Individual results from the results shown:
Reading of CCCOc1ccc(N2C(=O)CC(N3CCN(C(=O)c4ccco4)CC3)C2=O)cc1 (configuration not stated) under UHRF1 MBD2 ctr: -1
Reading of Cc1nn(C2CCS(=O)(=O)C2)c(C)c1CN(C)C(=O)c1ccc(F)cc1 (configuration not stated) under proKLK7 act: 0.3
Reading of O=C(COC(=O)C1CCN(S(=O)(=O)c2cccs2)CC1)c1cc2ccccc2o1 under MBD2 inh: -1
Reading of O=C(COc1ncnc2sccc12)NC1CCS(=O)(=O)C1 (configuration not stated) under UHRF1 MBD2 ctr: 5

Remaining list, next part.
DDE Tn7 FP inh	PLC-gamma1 inh	UHRF1 MBD2 ctr	proKLK7 act	MBD2 inh	ASAP1 GAP inh	ADAM17 inh	DDE Tn6 FP inh	PLC-beta3 inh	ARFGAP1 inhibitor	structure
4	-5	6	1.1	6	-3	-7	-5	2	-6	CCOc1ccc(OCC)c(NC(=O)C2CCCN(S(=O)(=O)c3c(C)noc3C)C2)c1 (configuration not stated)
-9	1	-1	-0.2	-2	9	-1	-4	3	-3	CCC(C)C(NC(=O)OC(C)(C)C)C(=O)NC(C(=O)N1CCCC1C(N)=O)C(C)CC (configuration not stated)
7	-3	-1	-0.5	-1	-4	-3	0	1	-3	CCCN(CCC)CCNC(=O)C1CCCN(S(=O)(=O)c2ccc3c(c2)oc(=O)n3C)C1 (configuration not stated)
4	4	-5	0.6	-2	8	-2	0	-4	-15	CC(C)(C)c1ccc2c(c1)OC(C(=O)N/N=C\c1ccc[nH]1)CO2 (configuration not stated)
